JMJD2E inh: JMJD2E (human) inhibition. AID 2147. Potency, µM (series often up to 57.1 µM), for inactives: top-dose activity change, negative = inhibition, hits mostly inhibitors. JMJD2E catalytic domain, FDH-coupled NADH fluorescence (FDH is formaldehyde dehydrogenase). 230,000 tested, 1.6% active; active = well fitted inhibition curve with a large enough effect, not every such curve was filed as active; inconclusive = small, poorly fitted or top-dose-only effect, or another doubt; inactive = no such curve, though single readings can be large or run the other way;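 also: 0% = wells with enzyme and -100% = buffer wells without enzyme; nearly all actives have a fitted effect of over 50% in size; many of its hits are not listed in these tables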
Tau fibril ThT: tau fibrillization inhibition (ThT binding). P10636. recombinant tau K18 P301L (four-repeat tau fragment), heparin-induced fibrillization, ThT fluorescence. Potency, µM (titrated, usually from 57.4 µM), for the others: at the highest dose activity, negative = inhibition, most hits filed as inhibitors. 270,000 tested, 2.1% active. AID 1460; also: nearly all actives have a fitted effect of over 55% in size
Target sequence (P10636 561-689 P618L limits assumed): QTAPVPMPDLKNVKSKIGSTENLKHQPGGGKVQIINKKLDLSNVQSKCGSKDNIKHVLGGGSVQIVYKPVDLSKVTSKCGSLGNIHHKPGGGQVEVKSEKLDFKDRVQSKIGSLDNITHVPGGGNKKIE
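Aggregation was driven by heparin (20 uM final) acting on recombinant tau […] bearing P301L in 100 mM sodium acetate pH 7; fibrils were detected with Thioflavin T.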
RECQ1 inh: RECQ1 (human) helicase inhibition | P46063 | RECQ1 DNA unwinding, red fluorescence kinetic read | Potency, µM (doses to about 57.3 µM), for inactives: top-dose activity, negative = inhibition, hits mostly inhibitors | 240,000 tested, 0.54% active;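 also: plate controls were vehicle for no effect and no enzyme for full effect; nearly all actives have a fitted effect of over 30% in size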
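RECQ1T1 50 nM; forked duplex (20 bp + 30-nt ss tails) 200 nM, ATP 2 mM final; pH 8.0, 2 mM MgCl2, 2.5 ug/ml poly(dI-dC); 15 min compound preincubation; discontinuous kinetic read over 2 h at RT.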
GoLoco inh red: RGS12 GoLoco-Gai1 interaction inhibition; P63096; Gai1:RGS12 GoLoco peptide FP, rhodamine, 10 min; Potency, µM (highest dose often 61.6 µM), inactives show top-dose activity, negative = inhibition, usual class: inhibitors; 230,000 tested, 0.44% active; AID 880; active = well fitted inhibition curve with a large enough effect, not every such curve was filed as active; inactive = no such curve, though single readings can be large or run the other way; also: nearly all actives have a fitted effect of over 30% in size; many of its hits are not listed in these tables
Target sequence (P63096 whole entry, looked up): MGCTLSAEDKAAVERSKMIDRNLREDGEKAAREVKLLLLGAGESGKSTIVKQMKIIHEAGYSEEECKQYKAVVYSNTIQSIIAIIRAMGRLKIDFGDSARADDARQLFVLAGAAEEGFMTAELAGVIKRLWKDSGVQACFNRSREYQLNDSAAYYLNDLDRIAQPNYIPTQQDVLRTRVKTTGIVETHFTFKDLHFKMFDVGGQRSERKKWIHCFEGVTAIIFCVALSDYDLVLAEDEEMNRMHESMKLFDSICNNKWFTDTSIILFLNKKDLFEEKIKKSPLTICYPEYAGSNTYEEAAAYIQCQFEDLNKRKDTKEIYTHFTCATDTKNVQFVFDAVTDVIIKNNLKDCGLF
TRb-SRC2 inh: TRbeta-SRC2 interaction inhibition; P10828; TRbeta-SRC2 peptide binding, fluorescence polarization; receptor liganded with 1 µM T3; Potency, µM (top dose mostly 106 µM), for inactives: top-dose activity change, negative = inhibition, most hits filed as inhibitors; 280,000 tested, 0.065% active; AID 1469;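 also: plate controls were bound peptide for no effect and peptide without receptor for full effect; nearly all actives have a fitted effect of over 50% in size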
Target sequence (P10828 whole entry, looked up): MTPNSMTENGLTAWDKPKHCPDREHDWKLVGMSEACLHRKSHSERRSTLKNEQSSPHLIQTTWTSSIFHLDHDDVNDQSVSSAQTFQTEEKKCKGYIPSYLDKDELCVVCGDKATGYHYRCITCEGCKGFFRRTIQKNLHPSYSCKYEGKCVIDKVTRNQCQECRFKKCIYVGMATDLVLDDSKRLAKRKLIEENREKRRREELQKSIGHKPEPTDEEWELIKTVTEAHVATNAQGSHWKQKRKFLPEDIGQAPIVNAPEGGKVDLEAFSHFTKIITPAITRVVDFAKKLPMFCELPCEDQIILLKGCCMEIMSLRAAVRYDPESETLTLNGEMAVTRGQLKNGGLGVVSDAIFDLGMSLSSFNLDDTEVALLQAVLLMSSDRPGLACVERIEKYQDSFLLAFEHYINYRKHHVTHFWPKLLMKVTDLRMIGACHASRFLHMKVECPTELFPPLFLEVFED
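Decrease in fluorescence polarization of 20 nM Texas Red SRC2 coactivator peptide flagged inhibition of its binding to 0.6 uM TRb LBD; 1 uM T3 included, incubation 5 hr, ex 555/em 632 nm.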
L3MBTL1 block: L3MBTL1 (human) inhibition; Q9Y468; AlphaScreen L3MBTL1–H3K9me1 peptide binding; Potency, µM (top dose mostly 57.1 µM), without a hit: top-dose activity, negative = inhibition, usual class: inhibitors; 230,000 tested, 0.66% active; AID 485360; also: nearly all actives have a fitted effect of over 60% in size
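AlphaScreen proximity signal between nickel-chelate acceptor and streptavidin donor beads (final 10 ug/mL) reports binding of 50 nM L3MBTL1 to 75 nM biotin-H3 K9me1 peptide; complex incubated with compounds 30 min at room temperature; cefsulodin titration as control.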
TR SRC2 fluor cs: alters Texas Red total fluorescence, flagging assay interference. Potency, µM (highest dose often 106 µM), inactives show at the highest dose fluorescence change, negative = quenching. 280,000 tested, 0.29% active. TRb/SRC2 Texas Red total fluorescence interference. AID 1479; active = well fitted curve in either direction with a large enough effect; inconclusive = small, poorly fitted or top-dose-only effect
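Human TRb ligand-binding domain at 0.6 uM with 20 nM Texas Red SRC2 peptide in Tris buffer containing 1 uM T3 and 5% DMSO, incubated with compound 5 h at ambient temperature. Total fluorescence (555/632 nm) calculated as parallel + 2 × perpendicular.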
Tau fibril FP: blocks human tau fibril formation measured by polarization; AID 1468; Potency, µM (series often up to 57.7 µM), for the others: top-dose activity, negative = inhibition, usual class: inhibitors; P10636; 280,000 tested, 0.39% active; K18 P301L tau heparin fibrillization, Alexa594 FP, 6 h; also: nearly all actives have a fitted effect of over 55% in size
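Read-out: fluorescence polarization of Alexa 594-labeled tau (0.24 uM), 555 nm excitation, 632 nm emission. Mixtures held 15 uM unlabeled K18 P301L, compound and 20 uM heparin, pH 7 acetate buffer, incubated 6 hr at 37 C.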
* marks the source's active call; other numbers are inactive results; i = inactive; ? = inconclusive; nt = not tested or not shown; & = joins results of further samples; [ ] = remark or other dose. Unless noted, calls follow the shape of the dose curve; as a rule, active = well fitted curve in the direction sought with a large enough effect; inconclusive = small, poorly fitted or top-dose-only effect, or another doubt; inactive = no such curve, though single readings can be large; an effect the other way counts as inactive or inconclusive. Unless noted, % is scaled to controls: 0 for no effect and ±100 for the full control effect; potency is read from the fitted curve at half-maximal effect. This is a subset; count on the stated rates, not on these rows.

Structure	L3MBTL1 block	Tau fibril FP	TR SRC2 fluor cs	JMJD2E inh	TRb-SRC2 inh	Tau fibril ThT	RECQ1 inh	GoLoco inh red
COc1ccc(Br)cc1C(=O)Nc1ccc(-c2nc3cc(Cl)ccc3o2)cc1	nt	3.3%	-15.2%	nt	2.1%	-4.4%	nt	nt
CCOc1ccc(NC(=O)CCn2c(-c3ccc(F)cc3)cc(C(C)=O)c2C)cc1	nt	7.1%	-5.1%	nt	-8.9%	2.2%	nt	nt
CC(C)(C)[C@H]1C=C(C(N)=O)O[C@@H](OCCCCO)C1	nt	-3.5%	2.5%	-3.2%	9.9%	-9.4%	i	7.6%
CCOC(=O)c1c(CN2CCN(CCO)CC2)n(-c2ccccc2)c2cc(Br)c(O)cc12	-28.2%	2.1%	-5.4%	-1.8%	0.1%	-3.2%	-6.1%	4.5%
CN(C(=O)CN(c1ccccc1)S(=O)(=O)c1ccc(F)cc1)C1CCS(=O)(=O)C1 (centres undefined)	0.6%	-2.1%	-1.1%	2.5%	-0.7%	-2.8%	9.7%	-2.0%
CC(=O)Nc1ccc(S(=O)(=O)N2CCC(n3c(C)nc4cccnc43)CC2)cc1	nt	1.2%	0.6%	nt	2.7%	-3.0%	nt	nt
Cc1cc2c(cc1S(=O)(=O)CCC(=O)N1CCCCC1C)OCC(=O)N2 (centres undefined)	nt	1.1%	2.7%	nt	7.1%	?	nt	nt
O=C(O)COCC(=O)NC1CCN(Cc2ccccc2)CC1	41.3%[activator]	2.2%	-1.8%	5.3%	0.2%	-4.3%	-1.1%	0.3%
CCOC(=O)c1ccc2c(c1)nc(SCc1cn3ccsc3n1)n2CC	-2.7%	0.4%	-3.2%	1.8%	1.0%	?	-8.9%	-1.0%
Oc1c(C(c2ccccc2F)N2CCN(Cc3ccccc3)CC2)sc2nc(-c3ccco3)nn12 (centres undefined)	nt	-7.2%	0.7%	nt	-0.3%	-16.3%	nt	nt
S=c1[nH]nc(-c2ccco2)n1C1CCCCC1	-2.7%	-6.4%	-4.7%	-5.2%	1.6%	-0.2%	-19.2%	-0.2%
COc1ccc(Cn2c(SCc3ccc(C(=O)NC4CCCC4)cc3)nc3cccnc32)cc1	nt	0.9%	4.0%	nt	-1.1%	0.7%	nt	nt
CC(/C=C/c1ccccc1)=N\NC(=O)CCc1ccccc1	-6.4%	-4.8%	-0.1%[53 µM]	-14.7%	0.3%[53 µM]	0.3%	-4.7%	18.8%
O=S(=O)(Cc1ccccc1)Nn1cnnc1	10.5%	-1.0%	-2.2%	1.7%	-3.7%	-4.6%	i	11.4%
O=C(COc1ccc(F)cc1)c1c(O)cc(O)cc1O	-9.9%	0.8%	-4.7%	-16.1%	4.1%	?	-0.2%	5.6%
COc1ccc(CNC(=O)C/C(C)=N/NC(=O)c2ccc([N+](=O)[O-])cc2Cl)cc1	nt	1.1%	-2.1%	41.5%[activator]	7.8%	-17.1%	-2.8%	8.9%
COC1=C/C(=C/c2c(O)c(C#N)c3ccccn23)C=CC1=O	-23.0%	-11.4%	0.6%	?	0.4%	14.1µM*	-3.6%	196.9%[activator]
COc1ccc(C(=O)Oc2ccc(C3NC(=O)c4c(sc5c4CCN(C)C5)N3)cc2OC)cc1 (centres undefined)	nt	?	?	nt	-7.3%	3.98µM*	nt	nt
CCCOc1ccc(CSC2=NCCN2)cc1[N+](=O)[O-]	0.2%	-3.8%	-1.7%	3.1%	-5.4%	-15.7%	i	-16.3%
Cc1ccc(C(=O)COC(=O)c2ccc3c(c2)C(=O)N(c2cccc4ncccc24)C3=O)cc1C	-2.9%	4.9%	-2.9%	5.7%	2.4%	?	-4.1%	-2.5%
CCOC(=O)CNc1ncc(C(F)(F)F)cc1Cl	31.2%[activator]	-1.9%	-2.1%	3.3%	1.6%	-2.7%	-3.3%	5.0%
Clc1ccc2[nH]c3c(NCCCN4CCOCC4)ncnc3c2c1	-0.9%	4.4%	1.2%	?	1.7%	-16.3%	-23.9%	20.3%
O=C(O)Cn1c(P(=O)(O)c2ccccc2)nc2ccccc21	-3.7%	7.5%	-5.4%	-0.5%	1.2%	-13.0%	-6.6%	-0.4%
N#CCC(=O)N/N=C/c1cc([N+](=O)[O-])ccc1N1CCCC1	nt	-4.6%	-2.0%	6.7%	5.7%	?	-11.5%	9.7%
COc1ccc(/C=C2\Cc3ccccc3C2=O)cc1OC	2.4%	-8.6%	-8.2%	?	-1.7%	?	-5.4%	9.9%
COc1cc(O)c(C(CC(=O)N2CCOCC2)c2ccc3c(c2)OCO3)c(OC)c1 (centres undefined)	nt	-2.3%	0.0%&-0.3%	16.2%	9.1%&-3.6%	-11.8%	i	0.4%
c1ccc(CSc2ncccn2)cc1	7.7%	-4.3%	-3.6%	-6.2%	-9.3%	1.0%	-15.2%	-4.0%
COc1ccc(Cl)cc1NC(=O)Cn1cccc1	-1.4%	0.7%	1.2%	-5.0%	-19.2%	-4.3%	i	-7.6%
O=C(/C=C/c1ccccc1)N1CCN(Cc2cc(=O)n3nc(-c4ccccc4F)sc3n2)CC1	nt	2.9%	1.2%	nt	-13.5%	-13.3%	nt	nt
CC[C@@H]1C(c2ccccc2)=NN(c2ccc(Br)cc2)[C@H]1C(=O)N1CCOC1=O	38.9%[activator]	11.3%[81.3 µM]	3.7%	nt	8.7%	?	-21.2%[81.1 µM]	7.8%

Reformatted: results already given
> Cc1cc2c(cc1S(=O)(=O)CCC(=O)N1CCCCC1C)OCC(=O)N2 (centres undefined)
  L3MBTL1 block: nt
  Tau fibril FP: 1.1%
  TR SRC2 fluor cs: 2.7%
  JMJD2E inh: nt
  TRb-SRC2 inh: 7.1%
  Tau fibril ThT: ?
  RECQ1 inh: nt
  GoLoco inh red: nt
> O=C(O)COCC(=O)NC1CCN(Cc2ccccc2)CC1
  L3MBTL1 block: 41.3%[activator]
  Tau fibril FP: 2.2%
  TR SRC2 fluor cs: -1.8%
  JMJD2E inh: 5.3%
  TRb-SRC2 inh: 0.2%
  Tau fibril ThT: -4.3%
  RECQ1 inh: -1.1%
  GoLoco inh red: 0.3%

New compounds follow
Structure	L3MBTL1 block	Tau fibril FP	TR SRC2 fluor cs	JMJD2E inh	TRb-SRC2 inh	Tau fibril ThT	RECQ1 inh	GoLoco inh red
Cc1onc(-c2ccccc2Cl)c1C(=O)O/N=C(\N)c1ccc([N+](=O)[O-])o1	-2.5%	11.8%	-0.5%	-1.4%	-4.8%	-9.0%	-6.9%	5.0%
Cc1sc2ncnc(N3CCCC(C)C3)c2c1C (centres undefined)	4.0%	-0.4%	-4.7%	1.0%	0.1%	-0.7%	i	5.3%
CCc1nc2c(c(=O)c3ccccc3n2C)c(=O)n1-c1ccc(F)cc1	-7.4%	-6.2%	-1.4%	-3.2%	7.9%	7.3%	-1.8%	0.2%
CC(C)c1cccc(C(C)C)c1NC1=NS(=O)(=O)c2ccccc21	nt	0.8%	-2.4%	nt	-0.6%	7.7%	nt	nt
Nc1cc(Cl)ccc1Oc1ccccc1	0.4%	-0.9%	-0.4%	4.6%	5.2%	-1.1%	i	7.2%
Cc1ccccc1-c1n[nH]c(=S)n1Cc1ccccc1	-1.0%	9.4%	-1.9%	8.4%	0.7%	12.1%	i	15.6%
COC(=O)c1cccc(NC(=O)c2nn(C)c(=O)c3ccccc23)c1	-14.6%	1.6%	-0.6%	4.1%	5.6%	5.8%	-0.2%	-1.6%
OC1CN=C2Sc3ccccc3N2C1 (centres undefined)	-1.2%	0.9%	-1.0%	-1.0%	1.6%	7.0%	-9.6%	4.8%
CCc1ccc(NC(=O)c2cccnc2)cc1	4.1%	1.8%	1.9%	0.6%	-0.2%	-1.3%	-11.0%	6.4%
COc1ccc(C(=O)N/C(=C\c2cccc3ccccc23)C(=O)N2CCN(C)CC2)cc1OC	-3.4%	-1.4%	-3.5%	?	4.5%	-0.1%	-10.2%	6.9%
O=S(=O)(/N=C/N1CCOCC1)c1ccc(Cl)cc1	4.0%	-5.1%	-2.5%	0.5%	-8.6%	-3.0%	-0.4%	2.7%
O=C(O)c1cccc(CSc2nc(-c3ccccc3)cc(C(F)(F)F)n2)c1	6.9%	-4.9%	-3.0%	-2.4%	4.3%	-9.1%	-0.3%	9.9%
Cc1ccc(S(=O)(=O)N(C)C)cc1NC(=O)c1ccncc1	11.9%	-1.0%	-3.5%	13.9%	0.3%	8.7%	17.3%	1.7%
CC(=O)c1sc(-c2ccccn2)nc1C	nt	-1.6%	-6.1%	-9.2%	-4.2%	-13.3%	-2.1%	-0.4%
CCCCCCNC(=O)N[C@@H](C(=O)NCCC[C@H]1CN2C(=NC[C@@H]2Cc2ccccc2)N1CCc1cccc(OC)c1)C(C)C	nt	0.6%	-0.2%	?	0.0%	?	i	14.1µM*
CC1=CC(c2ccccc2)n2nc(N3C(=O)C4CC=CCC4C3=O)nc2N1 (centres undefined)	5.0%	-11.6%	0.0%	?	8.9%	?	-2.4%	4.0%
COc1ccc(C2N3CC4(C)CN2CC(C)(C3)C4=O)cc1OC (centres undefined)	nt	6.9%	2.0%	-5.6%	-12.6%	3.2%	-1.1%	9.1%
COc1ccc(Cl)cc1NC(=O)c1c(NCc2cccnc2)sc2c1CCCC2	nt	-11.1%	-8.4%	nt	-11.9%	17.8µM*	nt	nt
Cc1cccc(OCC(=O)Nc2ccc(S(=O)(=O)Nc3cc(C)nc(C)n3)cc2)c1	-12.8%	5.0%	-1.6%	0.4%	2.6%	4.7%	-0.2%	43.1%[activator]
Cc1cccc(NC(=O)c2cc3c(=O)n(Cc4cccnc4)ccc3nc2C)c1	nt	-3.0%	-27.4%	nt	6.1%	2.5%	nt	nt
Cc1ccc(C(=O)OCc2c(C)noc2C)cc1NC(=O)c1ccco1	nt	2.4%	-1.4%	-5.4%	2.0%	-6.4%	i	11.0%
N#Cc1ccc(-n2c(-c3ccccc3)nnc2-c2ccccc2)cc1C#N	22.6%	-7.0%	-3.3%	-0.2%	-8.3%	-10.4%	4.1%	-1.7%
CN(C)c1ccc(CNC(=O)C2CCN(S(=O)(=O)c3ccc4[nH]c(=O)ccc4c3)CC2)cc1	nt	-2.1%	4.2%	nt	-6.1%	-9.2%	nt	nt
O=C(C1CCCO1)N1CCC(O)(c2ccccc2)CC1 (centres undefined)	-1.8%	-1.5%	-0.8%	-3.1%	-3.7%	-9.1%	-8.0%	0.7%

Bioassay records: PubChem BioAssay, National Center for Advancing Translational Sciences (NCATS)
